PPARg SRC2 recr = promotes SRC-2 coactivator recruitment by human PPARgamma; actives 0.34% (n = 200,000); activation, % at 8 µM; PPARgamma LBD-SRC-2 recruitment, biochemical; P37231; in the data active = activation above about 22%;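 note: 0% = vehicle and 100% = reference agonist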
Target sequence (P37231 whole entry, looked up, the tested form may be a part): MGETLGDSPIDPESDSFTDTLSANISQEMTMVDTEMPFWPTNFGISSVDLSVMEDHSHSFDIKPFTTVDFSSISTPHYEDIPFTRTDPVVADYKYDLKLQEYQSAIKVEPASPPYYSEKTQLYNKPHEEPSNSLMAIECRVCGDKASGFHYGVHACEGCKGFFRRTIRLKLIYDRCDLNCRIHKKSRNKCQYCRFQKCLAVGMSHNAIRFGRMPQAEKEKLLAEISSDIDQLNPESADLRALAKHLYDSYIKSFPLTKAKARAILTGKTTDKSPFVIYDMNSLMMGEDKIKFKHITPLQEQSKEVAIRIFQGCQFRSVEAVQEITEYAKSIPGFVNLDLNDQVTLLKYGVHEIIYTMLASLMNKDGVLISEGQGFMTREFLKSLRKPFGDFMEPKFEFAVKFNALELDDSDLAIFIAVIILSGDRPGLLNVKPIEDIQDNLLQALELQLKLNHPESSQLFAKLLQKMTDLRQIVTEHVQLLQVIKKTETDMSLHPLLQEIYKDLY
PPARg SRC3 recr = agonists of human PPARgamma SRC-3 coactivator recruitment; P37231; activation, % at 8 µM; actives 0.26% (n = 200,000); AID 731; biochemical PPARgamma/SRC-3 coactivator recruitment assay; in the data active = activation above about 23%;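 note: 0% = DMSO and 100% = reference agonist; some compounds past the cut are filed as inactive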
TNAP act hi DEA = increases human TNAP activity under high phosphate acceptor concentration; activation factor at 20 µM; purified TNAP, CDP-star luminescence, 1 M DEA, 30 min; active compounds read high; 0 = EDTA background, 1 = DMSO-only activity; 200,000 tested, under 10 active; AID 1136; P05186;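 active = activation factor at least 2 at 20 µM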
Target sequence (P05186 whole entry, looked up): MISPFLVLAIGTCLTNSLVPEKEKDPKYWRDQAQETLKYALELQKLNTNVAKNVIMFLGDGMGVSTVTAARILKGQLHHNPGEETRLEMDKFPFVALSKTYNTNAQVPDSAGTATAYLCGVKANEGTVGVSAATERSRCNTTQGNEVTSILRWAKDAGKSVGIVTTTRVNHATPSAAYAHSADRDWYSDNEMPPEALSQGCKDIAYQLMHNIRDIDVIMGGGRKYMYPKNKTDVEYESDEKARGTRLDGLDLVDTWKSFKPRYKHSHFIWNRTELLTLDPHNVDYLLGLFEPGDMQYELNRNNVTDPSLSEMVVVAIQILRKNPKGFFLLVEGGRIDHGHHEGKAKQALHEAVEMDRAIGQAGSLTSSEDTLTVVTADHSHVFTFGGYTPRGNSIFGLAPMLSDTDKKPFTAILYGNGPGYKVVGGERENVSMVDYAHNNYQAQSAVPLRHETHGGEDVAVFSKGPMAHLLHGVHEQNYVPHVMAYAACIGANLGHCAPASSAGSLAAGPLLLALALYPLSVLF
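Test system – human TNAP · Doses – 20 µM single point · Incubation – 30 min, room temperature · Signal – luminescent substrate turnover signal · Read-out basis – activation factor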
TNAP inh no acc = TNAP (human) inhibition, acceptor-free conditions; P05186; purified TNAP, CDP-star luminescence, 30 min; inhibition, % at 20 µM; actives 0.26% (n = 200,000);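 active = tissue-nonspecific alkaline phosphatase inhibition above about 50% at 20 µM in the single-dose screen, limit read from the data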;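 note: 0% = DMSO negative control and 100% = EDTA positive control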
bIAP activator = intestinal alkaline phosphatase (bovine) activation; purified bovine IAP, CDP-star luminescence, 30 min; active compounds read high; fold of DMSO-control signal, blank-subtracted; activation factor at 20 µM; actives 0.17% (n = 200,000);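 active = activation factor of 2 or more at 20 µM, a signal rise over negative controls twice the positive control's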
PPARg SRC1 recr = PPARgamma-driven SRC-1 recruitment agonism; activation, % at 8 µM; AID 631; PPARgamma-SRC-1 coactivator recruitment biochemical assay; P37231; actives 0.41% (n = 200,000); in the data active = activation above about 19%;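 note: 0% = DMSO and 100% = reference agonist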
bIAP inhibitor = blocks bovine intestinal alkaline phosphatase activity; purified bovine IAP, CDP-star luminescence, 30 min; inhibition, % at 20 µM; 190,000 tested, under 10 active;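 active = over 50% inhibition of intestinal alkaline phosphatase at 20 µM in the single-dose screen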
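Incubation: 30 min reaction at room temperature / Material: purified bovine intestinal alkaline phosphatase (IAP) enzyme / Input: enzyme at 1/65,000,000 dilution / Dosing: 20 µM single dose / Signal: CDP-star luminescence signal / Reagent: CDP-star chemiluminescent phosphatase substrate, 30 µM final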
TNAP inh hiacc = TNAP (human) inhibition, high acceptor; purified TNAP, CDP-star luminescence, 1 M DEA; inhibition, % at 20 µM; actives 0.03% (n = 200,000); AID 1135;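 active = over 50% inhibition of tissue-nonspecific alkaline phosphatase at 20 µM in the single-dose screen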;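 note: plate controls were DMSO wells for no effect and EDTA-quenched wells as full inhibition for full effect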
SRC2 TRFRET art = counter-screen for PPARgamma SRC-2 recruitment agonists: TR-FRET artefact. TR-FRET ratio at 8 µM. AID 1049. actives 0.4% (n = 200,000). active compounds read high; in the data active = TR-FRET ratio above about 2000; note: inactives centre near 1500; reference of the scale not given here
HMGR II inh = blocks class II HMG-CoA reductase of Enterococcus faecalis | purified E. faecalis HMGR, NADPH absorbance 340 nm kinetic | inhibition, % at 10 µM | actives 0.41% (n = 190,000) | AID 1066;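 active = inhibition above a set limit, the median over all tested compounds plus 3 SD, cut at about 9.5% in these data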;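 note: enzyme runs in reverse so mevalonate oxidation gives rising NADPH absorbance; 0% = complete reaction with DMSO and 100% = background rate lacking mevalonate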
An asterisk follows results filed as active.

The opening four records as a preview:
[1] O=C(O)CC1SC(=Nc2cccc(C(F)(F)F)c2)NC1=O (stereo not given)
[2] COC(=O)c1ccc(-c2ncc(-c3cccc4ccccc34)o2)cc1
[3] Cc1ccc(C23CC4CC(CC(C(=O)N5CCOCC5)(C4)C2)C3)cc1
[4] COc1ccc(C2=NN(C(=O)CSc3cn(C)c4ccccc34)C(c3ccc(OC)cc3)C2)cc1 (stereo not given)
Assay by compound,1,2,3,4
PPARg SRC2 recr,-2,7,1,5
PPARg SRC3 recr,7,2,-2,9
TNAP act hi DEA,1.1,1,1.1,1.1
TNAP inh no acc,28,-3,10,-4
bIAP activator,0.9,1,0.9,0.9
PPARg SRC1 recr,-3,-3,0,0
bIAP inhibitor,10,-2,10,12
TNAP inh hiacc,-7,3,-7,-9
SRC2 TRFRET art,1584,1559,1454,9469*
HMGR II inh,-3,4,-1,-6

Results (from the top)
[1] O=C(O)CC1SC(=Nc2cccc(C(F)(F)F)c2)NC1=O (stereo not given)
[2] COC(=O)c1ccc(-c2ncc(-c3cccc4ccccc34)o2)cc1
[3] Cc1ccc(C23CC4CC(CC(C(=O)N5CCOCC5)(C4)C2)C3)cc1
[4] COc1ccc(C2=NN(C(=O)CSc3cn(C)c4ccccc34)C(c3ccc(OC)cc3)C2)cc1 (stereo not given)
[5] COC(=O)c1cccc2c1-c1ccccc1/C2=N/O
[6] Cc1cccc(C)c1NS(=O)(=O)c1c(C)[nH]c(=O)[nH]c1=O
[7] NC(=O)c1c(NC(=O)c2cccnc2Cl)sc2c1CCCC2
[8] O=c1[nH]c2cc(Br)cnc2nc1/C=C(\O)c1ccc(F)cc1
Assay by compound,1,2,3,4,5,6,7,8
PPARg SRC2 recr,-2,7,1,5,5,-5,1,3
PPARg SRC3 recr,7,2,-2,9,15,-8,2,16
TNAP act hi DEA,1.1,1,1.1,1.1,1,1.1,1,0.8
TNAP inh no acc,28,-3,10,-4,-5,-10,-12,-31
bIAP activator,0.9,1,0.9,0.9,0.8,0.9,1,0.8
PPARg SRC1 recr,-3,-3,0,0,11,-2,-1,0
bIAP inhibitor,10,-2,10,12,22,5,-3,17
TNAP inh hiacc,-7,3,-7,-9,-2,-6,-1,19
SRC2 TRFRET art,1584,1559,1454,9469*,1609,1412,1562,1658
HMGR II inh,-3,4,-1,-6,-8,-9,-1,-6

[9] CCOC(=O)C1=C(C)NC(C)=C(C(=O)OCC)C1C(=O)OCC(=O)c1ccc2c(c1)OCCO2
[10] CCOc1nc(C)ccc1-c1noc(-c2ccco2)n1
[11] N#Cc1ccc(-c2ccc(OCC(=O)NCCc3ccccc3)cc2)cc1
[12] CN(C)C(=O)c1ccc2c(c1)C1C3CCC(C3)C1C(c1ccccc1)N2 (stereo not given)
[13] Cc1[nH]c2c(C)cccc2c1CC(=O)O
[14] Cc1n[nH]c(=O)nc1N/N=C/c1ccco1
[15] Cc1cccc(Nc2ncnc(N)c2[N+](=O)[O-])n1
[16] CCCCN1C(=O)CC(Sc2ncccc2C(=O)O)C1=O (stereo not given)
Assay by compound,9,10,11,12,13,14,15,16
PPARg SRC2 recr,-1,6,-4,3,-1,1,-7,7
PPARg SRC3 recr,-3,1,-2,0,0,4,6,0
TNAP act hi DEA,1.1,1,1,1,1,1,1.1,1
TNAP inh no acc,-8,-10,-5,-8,-6,-96,-16,-3
bIAP activator,1,1,1.1,1.2,1,1.3,1,1
PPARg SRC1 recr,4,13,-4,6,4,5,4,3
bIAP inhibitor,-4,4,-10,-22,-1,-35,-4,2
TNAP inh hiacc,-6,1,-2,-4,0,2,-7,-1
SRC2 TRFRET art,1611,1442,1530,1634,1430,1522,1662,1555
HMGR II inh,0,1,-5,-6,-2,0,-3,-3

[17] CS(=O)(=O)Cc1nc2ccccc2oc1=O
[18] CCNC(=O)NC(=O)COC(=O)c1cccc(NS(=O)(=O)/C=C/c2ccccc2)c1
[19] CCOC(=O)C(C)(C)NS(=O)(=O)c1ccc(Cl)c([N+](=O)[O-])c1
[20] CCC(=O)Nc1c2c(nn1-c1cccc(Cl)c1)CSC2
[21] O=C(/C=C/c1ccco1)Nc1ccccc1N1CCCCC1
[22] COc1ccc(CNc2nc3c(c(=O)[nH]c(=O)n3C)n2Cc2ccccc2C)cc1
[23] Cc1cc(C(F)(F)F)c2c(n1)sc1c(O)cc(=O)[nH]c12
[24] COc1ccc(C(=O)N/N=C2\SCC(=O)N2Cc2ccc3c(c2)OCO3)c(OC)c1
Assay by compound,17,18,19,20,21,22,23,24
PPARg SRC2 recr,-5,5,-3,8,14,-13,2,-5
PPARg SRC3 recr,-1,-1,5,1,9,-6,-3,1
TNAP act hi DEA,1,1,1,1,1,1.1,1.1,1
TNAP inh no acc,9,-19,-36,-2,7,-9,-11,-6
bIAP activator,0.9,0.9,0.9,1,0.8,1,0.9,0.8
PPARg SRC1 recr,8,0,-2,-1,3,4,10,-3
bIAP inhibitor,7,7,10,-5,24,1,7,20
TNAP inh hiacc,-3,-4,-2,3,2,-6,-8,-5
SRC2 TRFRET art,1418,1639,1456,1447,1705,1353,1574,1391
HMGR II inh,1,2,-1,-1,-5,-8,-3,-6

[25] CCCCC[C@H](O)/C=C/[C@@H]1[C@@H](C/C=C\CCCC(=O)O)[C@H]2CO[C@@H]1C2
[26] CN(C)CCN(C(=O)c1ccc(N2C(=O)CCC2=O)cc1)c1nc2cc3c(cc2s1)OCO3
[27] COc1ccc(-c2csc(Nc3ncccc3C)n2)cc1OC
[28] CC(C)(C)c1ccc(C(=O)c2c[nH]c(C(=O)NCC3CCCO3)c2)cc1 (stereo not given)
[29] O=C(c1n[nH]c(=O)c2ccccc12)N1CCN(c2ccccc2Cl)CC1
[30] Cc1nc(CCNC(=O)c2ccccc2)cs1
[31] COc1ccccc1C(=O)NNC(=O)c1sccc1-n1cccc1
[32] CC(NC(=O)NC1CCCCC1)C(c1cccs1)N1CCN(Cc2ccccc2)CC1 (stereo not given)
Assay by compound,25,26,27,28,29,30,31,32
PPARg SRC2 recr,-3,6,10,-3,-2,2,-3,3
PPARg SRC3 recr,3,0,8,-8,8,0,3,0
TNAP act hi DEA,1,1,1.1,1,1.1,1,1.1,1.1
TNAP inh no acc,-11,-9,-3,5,-7,-10,-30,-21
bIAP activator,0.9,1.1,0.9,0.9,1,0.9,1,3.4*
PPARg SRC1 recr,11,3,1,2,-4,5,0,2
bIAP inhibitor,9,-10,10,13,0,11,0,-240
TNAP inh hiacc,-3,-2,-8,4,-7,-2,-5,-10
SRC2 TRFRET art,1493,1545,1705,1283,1477,1575,1621,1459
HMGR II inh,11*,1,-11,-4,-3,4,2,-4

Record cards (already shown):
Results for COc1ccc(-c2csc(Nc3ncccc3C)n2)cc1OC → PPARg SRC2 recr: 10; PPARg SRC3 recr: 8; TNAP act hi DEA: 1.1; TNAP inh no acc: -3; bIAP activator: 0.9; PPARg SRC1 recr: 1; bIAP inhibitor: 10; TNAP inh hiacc: -8; SRC2 TRFRET art: 1705; HMGR II inh: -11
Results for Cc1nc(CCNC(=O)c2ccccc2)cs1 → PPARg SRC2 recr: 2; PPARg SRC3 recr: 0; TNAP act hi DEA: 1; TNAP inh no acc: -10; bIAP activator: 0.9; PPARg SRC1 recr: 5; bIAP inhibitor: 11; TNAP inh hiacc: -2; SRC2 TRFRET art: 1575; HMGR II inh: 4

Next section
[33] CC1(C)Cc2nc3sc4c(SCC(=O)NCc5ccco5)ncnc4c3cc2CO1
[34] CCC(=O)N(Cc1cc2ccccc2[nH]c1=O)c1ccc(OC)cc1
[35] CCn1c(=O)n(CC(=O)NC2CCCC(C)C2C)c(=O)c2ccccc21 (stereo not given)
[36] COc1ccc(-c2nnc3sc(C4CCCCC4)nn23)cc1OC
[37] Cc1ccccc1N1C(=O)C(Cl)=C(N2CCN(c3ccccc3)CC2)C1=O
[38] COc1cc(NC(=O)c2c(F)cccc2F)c(Cl)cc1Cl
[39] O=C(NCC(=O)N(CCN1CCOCC1)C(C(=O)NC1CCCC1)c1ccccc1)c1cccs1 (stereo not given)
[40] CCCCN1C(=O)c2ccc(C(=O)Nc3c(N)n(CCCC)c(=O)n(C)c3=O)cc2C1=O
Assay by compound,33,34,35,36,37,38,39,40
PPARg SRC2 recr,10,8,3,1,3,1,-5,-4
PPARg SRC3 recr,1,4,-8,-2,6,3,1,1
TNAP act hi DEA,1,1.1,1,1,1,1,1.1,1
TNAP inh no acc,-8,-11,-8,-9,-4,-1,-7,-7
bIAP activator,1,1,1,1.1,0.9,1.1,1.1,1
PPARg SRC1 recr,-2,5,-4,9,-2,8,0,-6
bIAP inhibitor,-2,4,2,-9,5,-10,-15,-4
TNAP inh hiacc,-3,-7,-1,-3,-2,2,-5,0
SRC2 TRFRET art,1498,1664,1602,1569,1329,1592,1432,1521
HMGR II inh,-6,-5,-4,-2,-1,-1,-4,-3

[41] CCOC(=O)Nc1ccc(S(=O)(=O)NC2CCCCC2)cc1
[42] NC(=O)CNC(=O)[C@@H]1CC2(CC(c3cccc([N+](=O)[O-])c3)=NO2)CN1C(=O)c1ccccc1 (stereo not given in full)
[43] COc1ccc(CNC(N)=O)cc1OC
[44] C=CCOc1cccc(C2/C(=C(/O)c3ccc(C)cc3)C(=O)C(=O)N2CCN2CCOCC2)c1 (stereo not given)
[45] Cc1cccc(OCc2nnc(SCC(=O)Nc3cccc(C(=O)N4CCOCC4)c3)o2)c1C
[46] O=C(OCc1cn(-c2ccc(Cl)cc2)nn1)c1ccccc1
[47] c1ccc2c(c1)nc(N1CCN(C3CCCCC3)CC1)c1nnnn12
[48] O=C1CN(C(=O)CSc2nnc(Nc3ccccc3)s2)c2ccccc2N1
[49] CCOC(=O)c1cnc2ccc(C)cc2c1Sc1ccccc1C(=O)OC
[50] COc1ccc(-c2nc3c4c(ncn3n2)-c2ccccc2CC42CCCC2)cc1
Assay by compound,41,42,43,44,45,46,47,48,49,50
PPARg SRC2 recr,12,1,-1,5,-3,9,4,-4,3,6
PPARg SRC3 recr,6,10,-2,-4,2,0,1,1,1,2
TNAP act hi DEA,1,1.1,1.1,1,1,1.1,1,1,1,1
TNAP inh no acc,-11,-9,-7,-4,-6,-12,0,-10,-9,-6
bIAP activator,1,1,0.9,1,1,0.9,1,0.9,0.9,0.9
PPARg SRC1 recr,0,9,3,3,4,2,7,6,7,-5
bIAP inhibitor,-2,-2,11,1,1,5,3,6,8,5
TNAP inh hiacc,0,-8,-6,-2,-1,-6,1,4,-4,1
SRC2 TRFRET art,1681,1656,1528,1564,1482,1573,1521,1720,1605,1688
HMGR II inh,-2,-5,-2,-1,1,-5,-4,-9,-2,-3

Screens (PubChem BioAssay)
